Bioassay records deposited in PubChem BioAssay by several laboratories.
NTR1 agonist – NTR1-driven beta-arrestin-GFP spot formation – imaging, U2OS cells, high content, primary screen (AID 493036); P30989; agonist mode; activation, % at 20 µM; 0.17% of 330,000 active;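 active means activation at or above 40% of the spot to cytoplasm intensity ratio, with at least 20 cells analyzed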;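 further: 0% = DMSO without peptide and 100% = 100 nM NTR1 peptide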
Target sequence (P30989 whole entry, looked up): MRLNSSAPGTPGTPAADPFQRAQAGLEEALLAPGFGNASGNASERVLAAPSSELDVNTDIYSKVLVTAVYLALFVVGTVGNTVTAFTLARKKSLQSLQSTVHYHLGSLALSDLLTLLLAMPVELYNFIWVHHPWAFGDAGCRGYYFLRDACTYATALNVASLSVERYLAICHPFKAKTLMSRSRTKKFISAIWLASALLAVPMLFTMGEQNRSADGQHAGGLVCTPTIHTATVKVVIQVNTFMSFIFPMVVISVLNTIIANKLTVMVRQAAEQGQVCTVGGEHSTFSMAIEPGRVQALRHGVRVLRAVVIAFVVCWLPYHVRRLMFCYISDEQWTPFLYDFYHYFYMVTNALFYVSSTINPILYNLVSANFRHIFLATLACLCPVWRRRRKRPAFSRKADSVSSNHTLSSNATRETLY
Dengue-2 NS5 capping – flavivirus cap methylation enzyme inhibition – biochemical, confirmation dose response, primary screen (AID 588689) | Dengue-2 NS5 methyltransferase capping enzyme assay, biochemical; higher % means a stronger effect | 0.3% of 340,000 active | inhibition, % at 25 µM, or IC50 in µM where a hit was titrated; in the data active means a potency from the dose series
GPR55 activation – selective activators of receptor GPR55 – imaging, U2OS cells, beta-arrestin-GFP redistribution, primary screen (AID 1961). U2OS GPR55 beta-arrestin-GFP redistribution imaging; higher % means a stronger effect. activation, % at 10 µM, or EC50 in µM where a hit was titrated. 0.048% of 290,000 active;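 active means activation above 40% with more than 50 cells counted in the well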;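 further: U2OS osteosarcoma cells stably expressing GPR55 and beta-arrestin-GFP; plate controls were DMSO negative control for no effect and LPI positive control for full effect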
AID2073 – inhibitors of Mint1-CaV2.2 protein interaction, biochemical, HTRF (AID 2073) | HTRF protein-protein interaction, Mint1-CaV2.2; higher % means a stronger effect | 0.19% of 290,000 active | inhibition, % at 20 µM; hits with a dose series show IC50 in µM; in the data active means inhibition mostly above about 51%, no sharp cut-off; further: some results filed as inactive read as strong as hits
GPR35 arrestin U2OS – GPR35 antagonists blocking zaprinast-driven arrestin recruitment, primary screen, imaging, U2OS, beta-arrestin-GFP, zaprinast agonist (AID 2058). inhibition, % at 10 µM, or IC50 in µM where a hit was titrated. U2OS GPR35 beta-arrestin-GFP translocation imaging, zaprinast antagonism; higher % means a stronger effect. 0.052% of 290,000 active;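 active means inhibition of at least 50% with at least 30 cells and total cytoplasm GFP at most 10,000,000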
SV40 large T antigen – TAg ATPase/helicase activity blockers – biochemical (AID 1903). SV40 large T antigen ATPase/helicase inhibition assay; higher % means a stronger effect. one-dose inhibition, % at 20 µM; IC50 in µM for titrated hits. 0.39% of 310,000 active; in the data active means a potency from the dose series; further: strong numbers were not always called active
Rac1 GTP hydrolysis – MgcRacGAP GTPase-activating activity inhibitors, confirmation, biochemical, ADP Hunter fluorescence | MgcRacGAP-stimulated Rac1 GTP hydrolysis, ADP Hunter fluorescence; higher % means a stronger effect; GST-tagged Rac1 F28L mutant substrate | 0.6% of 340,000 active | inhibition, % at 30 µM; hits with a dose series show IC50 in µM;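 active means first-screen hits whose inhibition reached a set limit at any dose in the follow-up dose series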;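 further: fluorescence reports GDP produced by GAP-driven GTP hydrolysis; strong numbers were not always called active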
Yfh1-depleted yeast – mitochondrial function rescue without frataxin homolog – Friedreich's ataxia, plus single-dose screen, dose response (AID 1465); 0.074% of 220,000 active; S. cerevisiae Yfh1-off respiration, WST-1 reduction, 72 h; higher fold induction means a stronger effect; fold induction at 50 µM, or EC50 in µM where a hit was titrated;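 active means fold induction of absorbance versus untreated yeast above a set limit, then at least 30% activation at any dose in follow-up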;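 further: activators that raise dye reduction in frataxin-depleted yeast; strong numbers were not always called active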
GPR55 antagonists – inhibition of LPI-stimulated GPR55 beta-arrestin translocation – imaging, U2OS, beta-arrestin-GFP, LPI agonist, primary screen (AID 2013) | 0.13% of 290,000 active | U2OS GPR55 beta-arrestin-GFP translocation imaging, LPI antagonism; higher % means a stronger effect | one-dose inhibition, % at 10 µM; IC50 in µM for titrated hits;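 active means spots per cell inhibited over 60%, with over 100 cells counted and total cytoplasm intensity under 500,000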;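 further: U2OS cells stably carrying GPR55 and arrestin-GFP stimulated by 5 µM LPI near EC80; imaged beta-arrestin-GFP aggregate spots per cell after agonist stimulation; plate controls were LPI-stimulated DMSO wells for no effect and DMSO wells without LPI for full effect; some results filed as inactive read as strong as hits; confirmed hits need IC50 under 10 µM and bright autofluorescent wells are also inconclusive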
NTR1 agonist cell count 20 µM – recorded beside NTR1 agonist, whose call it bears; cell count; measured here: cell count, cytotoxicity flag
An asterisk follows results filed as active; i = inactive; x = not tested or not shown.

1. Cc1nc2ccccc2n1C1CCN(Cc2nnnn2CCc2ccccc2)CC1
2. COc1ccc(CN2CCCC(C(=O)c3cccc(Cl)c3)C2)cc1 (stereo not given)
3. CCOC(=O)c1ccc(N=C(CC)c2c(O)n(C)c(=O)n(C)c2=O)cc1
4. CC(C)c1ccc(N2C(=O)NC(=O)/C(=C\C=C\c3ccco3)C2=O)cc1
5. CCOC(=O)C1C(=O)NC2(C)CC1c1cc(OC)ccc1O2 (stereo not given)
6. O=C(CNC(=O)OCc1ccccc1)Nc1ccc(Br)cc1C(=O)c1ccccc1Cl
7. COc1ccc(/C=C/C(=O)NC(=S)N2C[C@H]3C[C@H](C2)c2cccc(=O)n2C3)cc1OC
8. O=c1[nH]c(=S)n(C2CC2)c(O)c1C=NCC1CCCO1 (stereo not given)
9. O=C(C[n+]1ccn(CCCNP2(=O)C=C(c3ccccc3)OC(c3ccccc3)=C2)c1)c1ccccc1
10. COC(=O)C1=C(c2cccc(OC)c2OC)C[C@@H]2CC[C@H]1N2C(=O)NCCO

assay / compound	1	2	3	4	5	6	7	8	9	10
NTR1 agonist	0.2	1.7	-0.7	41.7*	-1.3	7.1	-1.1	2.1	-0.8	9.9
NTR1 agonist cell count 20 µM	96	51	38	26*	56	37	76	45	39	70
Dengue-2 NS5 capping	-6.5%	-14.0%	-14.6%	x	-2.8%	-4.4%	5.8%	-3.8%	-7.8%	3.2%
GPR55 activation	-0.2%	-0.3%	-0.3%	1.7%	-0.2%	0.0%	-0.1%	-0.2%	0.0%	x
AID2073	-11.0%	-0.8%	-11.0%	16.8%	8.3%	6.4%	-17.1%	-6.8%	-3.8%	x
GPR35 arrestin U2OS	-8.6%	14.7%	-7.0%	-12.2%	-15.4%	0.7%	6.9%	-5.0%	-7.0%	x
SV40 large T antigen	-1.2%	13.6%	13.9%	28.8%	-1.7%	2.2%	x	-1.5%	4.1%	2.4%
Rac1 GTP hydrolysis	5.4%	-15.1%	8.6%	x	7.7%	-0.2%	-11.1%	7.7%	-13.1%	5.4%
Yfh1-depleted yeast	i	x	i	i	i	i	x	i	i	i
GPR55 antagonists	8.1%	20.7%	-3.4%	14.1%	-3.8%	-11.9%	4.0%	-1.9%	-4.2%	x

11. COc1cc(OC)c(C=O)c(OC(=O)N(C)C)c1
12. CCC(C)N1Cc2ccccc2C1=N (stereo not given)
13. CCCCn1c(O)c(C=Nc2c(C)n(C)n(-c3ccccc3)c2=O)c(=O)[nH]c1=O
14. Clc1ccc(C[n+]2c(-c3ccccc3)cc(-c3ccccc3)cc2-c2ccccc2)cc1
15. C=CCn1c(O)c(C(C)=NCCCO)c(=O)[nH]c1=O
16. CC(=NCc1ccco1)c1c(O)n(-c2ccccc2)c(=O)[nH]c1=O
17. COc1ccc(OCC(=O)N2CCN(CC3CC4C=CC3C4)CC2)cc1 (stereo not given)
18. COc1ccc(CNCCc2c(C)[nH]c3ccc(OC(F)(F)F)cc23)c(OC)c1
19. Cc1cccc(OP(=O)(Nc2ccc(F)cc2)Oc2cccc(C)c2)c1
20. Cc1ccnc(-n2c(C)cc(C=C3C(=O)N(C)C(=S)N(C)C3=O)c2C)c1

assay / compound	11	12	13	14	15	16	17	18	19	20
NTR1 agonist	2.4	1.1	-0.8	25.2	0.6	0.2	0.9	7.5	5.2	-0.9
NTR1 agonist cell count 20 µM	37	57	39	84	41	74	37	91	51	91
Dengue-2 NS5 capping	-8.6%	-0.7%	-2.1%	0.0%	4.3%	-2.9%	-2.1%	-2.0%	-2.3%	-48.8%
GPR55 activation	0.4%	0.3%	0.8%	x	-0.1%	-0.1%	-0.3%	0.0%	-0.2%	-0.2%
AID2073	-1.5%	-0.3%	1.0%	x	10.6%	-6.4%	23.0%	25.4%	1.9%	-10.9%
GPR35 arrestin U2OS	-11.8%	10.0%	-10.8%	x	20.2%	16.8%	11.4%	1.1%	-1.5%	13.4%
SV40 large T antigen	7.2%	-0.9%	13.8%	29.7%	4.0%	5.6%	1.4%	8.6%	-1.6%	14.1%
Rac1 GTP hydrolysis	-8.2%	0.2%	9.3%	1.0%	14.4%	1.1%	27.4%	31.2%	-2.5%	-1.4%
Yfh1-depleted yeast	i	i	i	x	i	i	i	x	i	i
GPR55 antagonists	-0.8%	6.6%	5.5%	x	5.7%	4.4%	-7.3%	20.2%	4.4%	4.8%

A draw from above in order of SMILES length, high to low:
9. O=C(C[n+]1ccn(CCCNP2(=O)C=C(c3ccccc3)OC(c3ccccc3)=C2)c1)c1ccccc1
13. CCCCn1c(O)c(C=Nc2c(C)n(C)n(-c3ccccc3)c2=O)c(=O)[nH]c1=O
10. COC(=O)C1=C(c2cccc(OC)c2OC)C[C@@H]2CC[C@H]1N2C(=O)NCCO
20. Cc1ccnc(-n2c(C)cc(C=C3C(=O)N(C)C(=S)N(C)C3=O)c2C)c1
16. CC(=NCc1ccco1)c1c(O)n(-c2ccccc2)c(=O)[nH]c1=O
19. Cc1cccc(OP(=O)(Nc2ccc(F)cc2)Oc2cccc(C)c2)c1
17. COc1ccc(OCC(=O)N2CCN(CC3CC4C=CC3C4)CC2)cc1 (stereo not given)
15. C=CCn1c(O)c(C(C)=NCCCO)c(=O)[nH]c1=O
11. COc1cc(OC)c(C=O)c(OC(=O)N(C)C)c1
12. CCC(C)N1Cc2ccccc2C1=N (stereo not given)

assay / compound	9	13	10	20	16	19	17	15	11	12
NTR1 agonist	-0.8	-0.8	9.9	-0.9	0.2	5.2	0.9	0.6	2.4	1.1
NTR1 agonist cell count 20 µM	39	39	70	91	74	51	37	41	37	57
Dengue-2 NS5 capping	-7.8%	-2.1%	3.2%	-48.8%	-2.9%	-2.3%	-2.1%	4.3%	-8.6%	-0.7%
GPR55 activation	0.0%	0.8%	x	-0.2%	-0.1%	-0.2%	-0.3%	-0.1%	0.4%	0.3%
AID2073	-3.8%	1.0%	x	-10.9%	-6.4%	1.9%	23.0%	10.6%	-1.5%	-0.3%
GPR35 arrestin U2OS	-7.0%	-10.8%	x	13.4%	16.8%	-1.5%	11.4%	20.2%	-11.8%	10.0%
SV40 large T antigen	4.1%	13.8%	2.4%	14.1%	5.6%	-1.6%	1.4%	4.0%	7.2%	-0.9%
Rac1 GTP hydrolysis	-13.1%	9.3%	5.4%	-1.4%	1.1%	-2.5%	27.4%	14.4%	-8.2%	0.2%
Yfh1-depleted yeast	i	i	i	i	i	i	i	i	i	i
GPR55 antagonists	-4.2%	5.5%	x	4.8%	4.4%	4.4%	-7.3%	5.7%	-0.8%	6.6%

Next part
21. CCC(=NCc1ccco1)c1c(O)[nH]c(=O)[nH]c1=O
22. O=C(N/N=C/c1c(O)n(CCC2=CCCCC2)c(=O)[nH]c1=O)c1ccccc1
23. CCCc1c(C)nc(-c2ccc(C)cc2)nc1OC(=O)N(C)C
24. CCc1nn(CC(=O)N2CCC3(CC2)OCCO3)c(=O)c2cc3ccccc3n12
25. C=CCn1c(O)c(C(C)=NCCCN2CCOCC2)c(=O)[nH]c1=O
26. CNC(=O)Nc1ccc(C(O)(C(=O)OC)C(F)(F)F)cc1 (stereo not given)
27. O=C(COc1ccc2ccccc2c1)N1CCN(Cc2ccncc2)CC1
28. O=C(c1ccc(Br)cc1)C12CN3CN(CN(C3)C1)C2
29. COc1ccc(NC2=NC(C)(C)CS2)cc1
30. Nc1ccc(S(=O)(=O)N2CC3CC(C2)c2cccc(=O)n2C3)cc1 (stereo not given)

assay / compound	21	22	23	24	25	26	27	28	29	30
NTR1 agonist	-1.7	-0.9	0.6	0.8	-0.6	0.0	0.5	0.7	0.3	-3.5
NTR1 agonist cell count 20 µM	41	32	33	57	59	42	60	52	61	65
Dengue-2 NS5 capping	3.8%	-9.6%	-10.0%	-8.2%	-9.6%	-5.4%	-5.5%	-5.6%	0.8%	0.7%
GPR55 activation	-0.2%	-0.2%	0.2%	-0.3%	0.2%	-0.1%	-0.1%	0.1%	-0.1%	0.3%
AID2073	-3.2%	10.0%	-3.3%	7.4%	2.4%	14.3%	5.4%	11.9%	-15.7%	-0.2%
GPR35 arrestin U2OS	-0.6%	5.4%	-5.6%	-10.2%	2.5%	-13.0%	14.0%	-14.2%	-5.4%	-8.6%
SV40 large T antigen	12.1%	14.1%	2.5%	x	27.5%	7.9%	26.4%	-1.6%	5.9%	7.7%
Rac1 GTP hydrolysis	3.9%	1.4%	8.0%	-1.0%	6.5%	10.7%	62.2µM*	4.8%	3.9%	2.7%
Yfh1-depleted yeast	i	i	i	x	i	i	i	i	i	i
GPR55 antagonists	11.0%	11.2%	1.3%	10.2%	4.0%	-5.7%	17.5%	22.9%	22.7%	-5.1%

31. CCC(=O)CC(c1ccccc1)c1c(O)c2ccccc2sc1=O (stereo not given)
32. CC1CN(C(=O)CCC(=O)N2CCC3(CC2)OCCO3)c2cc(Cl)ccc2O1 (stereo not given)
33. CCNC(=O)NC(=O)C(C)OC(=O)c1c(C)nn(Cc2ccccc2Cl)c1Cl (stereo not given)
34. O=C(Nc1nc(-c2ccccc2)c(-c2ccccc2)s1)c1ccc(S(=O)(=O)N(CCCl)CCCl)cc1
35. O=C(O)Cn1cc(C(=O)c2ccccc2)c2ccccc21
36. O=[N+]([O-])c1ccc(N2CCNCC2)cc1NCC1CCCO1 (stereo not given)
37. Cc1nn(Cc2c(Cl)cccc2Cl)c(Cl)c1C(=O)O

assay / compound	31	32	33	34	35	36	37
NTR1 agonist	0.2	-0.6	0.1	0.6	0.1	0.8	1.8
NTR1 agonist cell count 20 µM	59	59	43	67	90	67	45
Dengue-2 NS5 capping	-4.4%	5.0%	2.2%	-8.4%	-2.7%	-1.9%	-1.6%
GPR55 activation	0.2%	0.0%	0.5%	-0.4%	0.0%	-0.1%	-0.1%
AID2073	3.2%	5.1%	3.8%	2.0%	-9.5%	-7.4%	-6.1%
GPR35 arrestin U2OS	14.2%	-7.8%	0.5%	19.3%	4.6%	-10.4%	-2.3%
SV40 large T antigen	7.6%	5.2%	11.7%	18.8%	8.3%	3.3%	23.8%
Rac1 GTP hydrolysis	1.6%	1.2%	6.7%	4.9%	1.7%	1.4%	0.5%
Yfh1-depleted yeast	i	x	i	i	i	i	i
GPR55 antagonists	3.0%	-16.7%	-0.1%	11.5%	0.2%	5.8%	4.3%

Only part of the results is shown; the hit share may differ from the screen's.
